# Source: PubChem BioAssay (The Scripps Research Institute Molecular Screening Center)
# TDP2 inh – blocks human TDP2 phosphodiesterase activity. 370,000 compounds, 0.34% hits. recombinant TDP2, T5PNP hydrolysis, p-nitrophenol absorbance 415 nm. inhibition, % at 12.8 µM. AID 720702. O95551;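 active = inhibition above the mean of all tested compounds plus 3 SD, set per campaign, cut at about 25% in these data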;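 note: 0% = DMSO with enzyme and 100% = buffer with substrate but no TDP2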
# Target sequence (O95551 whole entry, looked up): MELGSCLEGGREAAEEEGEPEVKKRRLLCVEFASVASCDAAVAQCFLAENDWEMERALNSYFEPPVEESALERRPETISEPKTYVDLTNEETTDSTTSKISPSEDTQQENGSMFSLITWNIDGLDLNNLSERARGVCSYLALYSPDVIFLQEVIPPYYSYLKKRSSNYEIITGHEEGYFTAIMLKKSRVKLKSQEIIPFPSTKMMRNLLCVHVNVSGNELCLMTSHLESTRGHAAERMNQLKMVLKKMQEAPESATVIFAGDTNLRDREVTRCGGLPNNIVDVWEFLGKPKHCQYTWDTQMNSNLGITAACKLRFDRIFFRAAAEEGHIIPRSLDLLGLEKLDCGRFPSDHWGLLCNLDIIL
#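 Material: recombinant human TDP2; quantity: TDP2 enzyme at 120 nM final; medium: Tris-HCl pH 7.5 with MgCl2; compound: single concentration, 12.8 µM nominal, with 1% DMSO; incubation: 2 h enzyme incubation at 37 °C; signal: epi absorbance; measure: percent inhibition; benchmarks: high control without enzyme, low control DMSO plus TDP2; repeats: singlicate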
# PLCg1 inh – PLC-gamma1 (human) inhibition, primary screen; purified PLC-gamma1, fluorogenic substrate, fluorescence; inhibition, % at 12.2 µM; 370,000 compounds, 0.84% hits; in the data active = inhibition above about 9.5%
# proKLK7 act – proKLK7 (human) activation, primary screen. 370,000 compounds, 0.9% hits. activation, % at 7 µM. purified proKLK7, EDANS-DABCYL substrate fluorescence; 100% is mature enzyme control, 0% vehicle;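 active = activation above the mean of all tested compounds plus 3 SD, computed per campaign excluding outliers beyond control limits, cut at about 13% in these data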
# Target sequence (P49862 whole entry, looked up): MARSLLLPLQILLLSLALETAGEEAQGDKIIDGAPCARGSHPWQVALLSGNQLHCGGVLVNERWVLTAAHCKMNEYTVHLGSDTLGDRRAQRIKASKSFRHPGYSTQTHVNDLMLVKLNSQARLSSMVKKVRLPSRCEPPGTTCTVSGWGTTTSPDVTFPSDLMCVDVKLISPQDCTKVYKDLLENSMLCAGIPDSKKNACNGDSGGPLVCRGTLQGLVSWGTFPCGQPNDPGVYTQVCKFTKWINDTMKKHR
# ADAM10 inh – inhibits human ADAM10; O14672; recombinant ADAM10, EDANS/DABCYL FRET peptide cleavage, 3 h; inhibition, % at 7 µM; 370,000 compounds, 0.62% hits; AID 720582;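 active = inhibition above a per-campaign cutoff equal to the mean of compounds falling between control-based bounds plus 3 SD, cut at about 20% in these data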;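 note: 0% = DMSO wells while the 100% control is not disclosed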
# Tn6 DDE FP – disrupts Tn6 cyclic peptide binding to fibrin D-Dimer-E complex; P02675; Fibrin DD(E) TRITC-Tn6 fluorescence polarization displacement; inhibition, % at 8.3 µM; 370,000 compounds, 0.21% hits;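 active = inhibition above a per-campaign cutoff: mean of compounds within control limits plus 3 SD, cut at about 15% in these data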;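 note: 0% = median of all compound wells on the plate and 100% = blocking peptide control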
# ASAP1 inh – inhibitors of human ASAP1 ArfGAP activity. inhibition, % at 16.5 µM. ASAP1-stimulated ARF1 GTP hydrolysis, GDP FP detection. 360,000 compounds, 0.19% hits. Q9ULH1; in the data active = inhibition above about 25%;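 note: 0% = vehicle with enzyme and substrate and 100% = no enzyme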
# Tn7 DDE FP – DD(E)-Tn7 binding inhibition, primary FP screen; FP displacement of FITC-Tn7 peptide from fibrin DD(E); 0% = median of compound wells per plate; AID 720508; inhibition, % at 8.3 µM; P02675; 370,000 compounds, 0.13% hits;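 active = inhibition above the mean of compounds falling within the control limits plus 3 SD of them, cut at about 14% in these data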;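 note: 0% = plate median of compound wells and 100% = 10 µM Aha-Tn7 peptide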
#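 Test system: human clot-derived fibrin DD(E) complex / Quantity: 2 µM final DD(E) protein / Incubation: 10 min plus 3 h, room temperature / Measured by: fluorescence polarization / Benchmarks: high control of 10 µM Aha-Tn7 peptide / Replicates: singlicate testing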
# ADAM17 inh – inhibitors of human ADAM17 | P78536 | AID 720648 | inhibition, % at 6.95 µM | recombinant ADAM17, EDANS/DABCYL FRET peptide cleavage | 370,000 compounds, 0.83% hits;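 active = inhibition above the mean of compounds lying between control limits plus 3 SD, set per campaign, cut at about 8.5% in these data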;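 note: 0% = DMSO-only wells as the low control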
# ARFGAP1 inhibitor – inhibitors of rat ARFGAP1; Q62848; Arfgap1-stimulated ARF1 GTP hydrolysis, GDP FP detection; inhibition, % at 16.5 µM; 360,000 compounds, 0.26% hits; AID 651572;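 active = inhibition above a per-plate limit, mean inhibition of low control wells plus 3 SD, cut at about 25% in these data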;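 note: 0% = DMSO wells with enzyme and 100% = wells lacking Arfgap1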
# Target sequence (Q62848 1-136 limits assumed): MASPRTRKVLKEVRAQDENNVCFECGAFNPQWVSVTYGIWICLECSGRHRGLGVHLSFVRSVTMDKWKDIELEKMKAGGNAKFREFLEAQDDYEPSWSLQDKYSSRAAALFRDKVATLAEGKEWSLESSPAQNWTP
#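 Replicates: Single well per compound | Assay system: Truncated rat Arfgap1 GAP domain | Control set: No-Arfgap1 wells (100%) versus DMSO full-reaction wells (0%) | Times: Enzyme reaction 120 min at 25 °C after 20 min preincubation | Reagent: Human ARF1(Δ1-17)-GTP substrate | Measured by: Tracer-displacement fluorescence polarization with EDTA stop, 620/688 nm | Measure: Percent inhibition of Arfgap1-stimulated GTP hydrolysis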
# LEDGF integ inh – blocks HIV-1 LEDGF/p75-dependent DNA integration. TR-FRET IN-LEDGF/p75 DNA integration, Eu/Cy5. inhibition, % at 3.7 µM. 370,000 compounds, 0.64% hits;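 active = inhibition above the screen-wide mean plus 3 SD, cut at about 13% in these data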;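 note: signal is the Cy5 over europium emission ratio at 671 and 618 nm; 0% = plate median of compound wells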
# * hit, by the source's call; i = inactive; / = not tested or not shown.
ARFGAP1 inhibitor	Tn7 DDE FP	ADAM17 inh	ASAP1 inh	PLCg1 inh	Tn6 DDE FP	LEDGF integ inh	proKLK7 act	TDP2 inh	ADAM10 inh	structure
-10	6	-1	-9	-11	5	3	0.1	-5	-4	c1coc(CNc2nc(-c3cccs3)cs2)c1
6	-10	-42	-4	-166	-2	0	1.8	-11	-149	O=C(Cn1nc(-c2ccco2)ccc1=O)Nc1cc(C(F)(F)F)ccc1Cl
11	-3	-1	14	2	-5	1	0.4	-10	2	COc1ccc(C(=O)CCC(=O)O)c(C)c1
3	5	2	-9	-6	0	4	0.6	-17	-11	CCOc1ccc(CN2CCNC(=O)C2CC(=O)NCCCOc2cccnc2)cc1 (configuration not stated)
-3	-6	0	-4	1	-2	1	-0.1	-6	0	O=C(NCc1ccco1)c1cccc(S(=O)(=O)N2CCOCC2)c1
8	5	-2	-6	3	1	-2	0.0	9	-4	CS(=O)(=O)Nc1ccc(C(=O)Nc2cccc([N+](=O)[O-])c2)cc1
4	8	3	2	3	5	-1	0.2	6	14	O=c1c(Cc2ccc(F)cc2)c(O)ccn1Cc1cccc(Cl)c1
-8	0	-5	4	-14	3	1	0.7	-2	-16	N#CCCn1nc(-c2ccccc2)cc1Nc1ccccc1NC(=O)C(F)(F)F
5	4	-3	-1	-1	-9	-2	0.1	-9	1	CC(=O)NC(C1C(=O)CC(C)(C)CC1=O)(C(F)(F)F)C(F)(F)F
7	7	-6	14	0	4	-2	0.5	2	4	COC(=O)C[C@H]1c2cc(F)ccc2S(=O)(=O)N1Cc1ccccc1
/	-4	3	/	2	-1	-2	0.1	-8	1	Cc1ccc(NC(=O)c2cc(C)nn2-c2ccccc2)c(C)c1
-1	-3	-196	-4	-441	-4	1	16*	5	i	CCOC(=O)N1CCN(C(=O)Nc2ccc3nc(C)c(C)nc3c2)CC1
6	1	3	3	4	-8	3	-0.2	-10	11	Cn1c(=O)c2c(nc(NCCCN3CCOCC3)n2Cc2ccc(Cl)cc2)n(C)c1=O
-7	-6	2	2	-4	-4	0	0.1	3	-4	COc1ccc(CCNC(=O)CCc2cn(C)c3ccccc23)c(OC)c1
10	-2	3	0	-1	-1	0	0.5	-2	-2	O=C(CCc1c[nH]c2ccccc12)N1CCN(S(=O)(=O)c2ccc(F)cc2)CC1
6	5	-6	9	-2	5	0	0.3	-10	-11	N#CCCn1c(SCC(=O)NCc2ccco2)nc2ccccc21
0	-5	-2	10	1	-2	4	-0.4	8	2	Cn1nc(-c2ccccc2)c(/C=N/O)c1Cl
15	-2	-105	12	i	1	-1	-69	8	-286	O=C(Nc1ccc2c(c1)OCCO2)C(c1ccccc1F)n1c(=O)c(-c2cc3ccccc3[nH]2)nc2ccccc21 (configuration not stated)
-7	8	-5	-3	-1	4	3	0.0	6	1	CCOC(=O)N(NC(=O)C(O)(C(C)C)C(C)C)c1ccccc1
-6	7	1	-1	1	6	2	-0.2	5	-6	COc1cccc2sc(N(CCN(C)C)C(=O)c3ccc(S(=O)(=O)N4CCCC4)cc3)nc12
-4	1	-2	-11	-4	-3	0	-0.6	6	5	S=c1[nH]nc(Cc2sc(-c3ccccc3)nc2-c2ccccc2)o1
12	1	1	-4	-2	-12	-2	0.0	-3	12	CC(=O)Nc1ccc(C23CC4CC(CC(C4)C2)C3)cc1
-4	7	-2	1	8	-6	-2	0.0	-4	0	CCOC(=O)c1ccc(NC(=S)N2CCC(O)CC2)cc1
3	-1	1	-9	3	3	4	0.6	-1	-3	COCCNC(=O)C1(C)CCCN(Cc2cn(C)c3ccccc23)C1 (configuration not stated)
-4	-1	-4	-6	-1	0	3	0.1	2	-9	CC1CC2(CCCCC2)N2C(=O)C(=O)c3cccc1c32 (configuration not stated)
8	2	-1	-2	-1	4	5	0.1	15	-2	O=C(COc1ccc([N+](=O)[O-])cc1)Nc1cc(S(=O)(=O)N2CCCCC2)ccc1N1CCCCC1
5	0	-28	10	-148	-3	7	-1.2	-13	-63	O=C1/C(=C/C=C/c2ccccc2)Oc2c1ccc(O)c2CN1CCN(CCO)CC1
4	2	0	-19	2	6	7	0.3	6	0	COCCNC(=O)C1(C)CCCN(C(=O)c2cccc(C(F)(F)F)c2)C1 (configuration not stated)
-2	0	4	1	2	2	2	0.2	-7	11	C[C@@H]1CN([C@@H](C)CO)C(=O)CCCn2nncc2CO[C@H]1CN(C)S(=O)(=O)c1ccc(Oc2ccccc2)nc1
4	1	-2	5	-16	1	-4	0.5	-2	-12	Cc1ccc(C(=O)C2=C(O)C(=O)N(Cc3cccnc3)C2c2ccc(Br)cc2)o1 (configuration not stated)
14	2	-4	6	3	-3	3	-0.6	-8	-9	Cc1ccc(/C=C/C2=NN(Cc3ccc(Cl)c(Cl)c3)C(=O)CC2)cc1
-13	0	-2	-16	0	-9	-2	-0.1	-15	-12	CN(C)c1ccc(CN2CCCCC2)cc1
-8	1	5	16	-9	22*	-1	-0.1	-6	0	COc1cccc(C(=O)NCc2ccc3c(c2)cc(C)n3C)c1
12	0	-1	0	-2	-6	0	-0.5	-3	-7	COc1ccccc1NC(=O)COC(=O)c1cc(C)oc1C
3	0	-5	0	-3	-1	0	-0.4	5	-6	O=C(CCS(=O)(=O)c1ccc(Cl)cc1)Nc1nnc(-c2ccco2)o1
-2	-10	0	3	2	3	0	-0.7	2	0	Cc1nc(-c2ccccc2)cc(=O)[nH]1
11	-8	-2	10	-1	0	-1	0.1	8	-2	Cc1cc(C)nc(N(C#N)CC(=O)N(c2ccccc2)C(C)C)n1
-1	5	-1	-4	1	-4	0	0.0	9	3	Cc1cc(C)nc(N(C#N)CC(=O)N2CCC(C(N)=O)CC2)n1
8	-4	2	-11	-5	-4	-2	0.5	7	11	Cc1ccc(N2CCN(S(=O)(=O)c3ccc(F)c(C)c3)CC2)c(C)c1
-3	-2	-9	-3	-6	-5	0	-1.4	0	-17	Cc1ccc2oc(C(=O)NCc3ccc(S(N)(=O)=O)cc3)cc(=O)c2c1
5	5	6	9	1	-7	0	-0.4	-11	-1	CSc1ccccc1NC(=O)COC(=O)c1ccc(-n2nc(C)cc2C)cc1
5	-1	-2	6	1	7	0	0.5	1	-1	CC(C)(C)C(=O)N(Cc1ccccc1)c1ccccn1
-5	6	-3	-14	-16	1	4	0.3	2	0	O=C(CCc1nc2sc3c(c2c(=O)[nH]1)CCCC3)Nc1cccc(Cl)c1
2	-2	i	-1	-247	-1	3	41*	-6	i	CNc1cncc(-c2ccc(O)cc2)n1
-8	0	-4	8	1	7	-2	0.6	11	1	COc1ccc(CN(C(C)=O)c2ccccc2C(=O)O)cc1
1	4	-4	9	2	-2	-2	-0.7	7	-7	CC1CCC(NC(=O)c2cccc(S(=O)(=O)N3CCN(C)CC3)c2)CC1 (configuration not stated)
2	0	-2	-2	-2	-10	0	0.0	14	-12	COc1ccc(-c2[nH]ncc2-c2cnc(C)s2)c(O)c1
11	0	-2	1	1	-2	-2	0.2	8	10	COCC(=O)OCn1nnc2ccccc2c1=O
7	-14	2	9	2	-4	5	-0.2	-1	1	Cc1ccc(C(=O)C2CC2)c(C)c1
1	5	-3	7	3	-8	1	0.7	10	-5	O=C(Nc1nnc(-c2ccc(Cl)cc2)o1)NC1CCCCC1
-14	5	0	-22	3	0	-1	0.7	4	4	O=C(Cc1csc(-c2cccc(Cl)c2)n1)Nc1cccc(S(=O)(=O)NC2=NCCC2)c1
0	3	-4	-9	-2	1	-6	-0.5	6	-5	COc1ccc(NC(=O)NNC(=O)c2ccc(-c3ccccc3)cc2)cc1
2	1	2	-4	-2	2	1	0.4	5	0	CS/C(=C\[N+](=O)[O-])Nc1ccc(OC(F)(F)F)cc1
3	5	3	10	1	-4	0	0.3	14	1	CC(=O)c1c(C)[nH]c(C(=O)N(C)CC(=O)Nc2ccc(Cl)c(C(F)(F)F)c2)c1C
8	0	-1	9	0	-6	4	0.3	-1	-1	Fc1ccc(/C=N/NC(=S)Nc2cccnc2)cc1F
10	7	-6	8	-1	2	-3	0.2	9	-6	O=C(COC(=O)/C=C/c1ccc(Br)o1)NCCCN1CCCC1=O
2	5	-4	-13	0	4	0	-0.4	4	4	CC12CCC(C(=O)Nc3ccccc3)(C(Br)C1=O)C2(C)C (configuration not stated)
1	-2	1	-4	-1	0	-2	-0.4	-4	-12	CCOC(=O)C1=CCN(S(=O)(=O)c2ccccc2C)C1c1ccc(F)cc1 (configuration not stated)
3	-4	-1	0	-2	-3	2	-0.6	-4	-9	COc1ccc(CCN2CC(C(=O)N(C)Cc3ccc(C)o3)CCC2=O)cc1 (configuration not stated)
9	-8	1	-1	6	0	2	0.2	-7	6	O=C(/C=C/c1cccc([N+](=O)[O-])c1)NC(=S)Nc1cccc(NC(=O)c2ccccc2Cl)c1

# (listing goes on)
ARFGAP1 inhibitor	Tn7 DDE FP	ADAM17 inh	ASAP1 inh	PLCg1 inh	Tn6 DDE FP	LEDGF integ inh	proKLK7 act	TDP2 inh	ADAM10 inh	structure
-7	5	-3	-2	-1	-7	2	-0.5	4	-5	CCCn1c(=O)c(C(=O)NNC(=O)Cc2ccccc2)c(O)c2ccccc21
6	1	-7	5	1	-6	1	0.5	-5	-16	O=C1NC(c2ccccc2)c2c(-c3ccccc3)n[nH]c21 (configuration not stated)
-11	-1	1	12	3	6	-11	0.1	5	-5	CCOC(=O)[C@]12CCCC=C1N(Cc1ccccc1)C(=O)[C@H](CC(=O)NCc1cccs1)C2
4	6	-3	-9	1	1	1	0.2	1	0	O=C(O)c1cn(-c2ccccc2)nc1C(=O)O
5	-2	2	4	4	-12	0	0.4	1	8	Clc1ccc(-c2ccc(SCc3ccccn3)nn2)cc1
7	-3	0	12	-26	-6	2	-0.7	12	0	O=CNc1c(Cl)cc2c(c1Cl)Cc1cc([N+](=O)[O-])ccc1-2
7	0	-8	-4	-10	-1	-4	-0.5	-1	-8	O=C(NCCc1ccccc1)/C(=C\c1ccccc1)NC(=O)c1ccco1

# Single records, from the list above. Order of screens: ARFGAP1 inhibitor, Tn7 DDE FP, ADAM17 inh, ASAP1 inh, PLCg1 inh, Tn6 DDE FP, LEDGF integ inh, proKLK7 act, TDP2 inh, ADAM10 inh
# `Clc1ccc(-c2ccc(SCc3ccccn3)nn2)cc1` is entered as 5, -2, 2, 4, 4, -12, 0, 0.4, 1, 8
# `O=C(NCCc1ccccc1)/C(=C\c1ccccc1)NC(=O)c1ccco1` is entered as 7, 0, -8, -4, -10, -1, -4, -0.5, -1, -8

# Random draw from the library; overall some 4.2% were active at least once.
